# TAAR1 agonist – human TAAR1 agonists, primary screen, Fluo-8 calcium fluorescence, CHO RD-HGA16 cells; Trace amine-associated receptor 1 (Homo sapiens), Q96RJ0; vehicle wells 0%, saturating PEA agonist 100%; activation, % at 3 µM; 0.99% of 360,000 active; AID 624467, 2012;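 active = activation above the mean activation of all test compounds in the run plus 3 SD, cut at about 38% in these data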
# Target sequence (Q96RJ0 whole entry, looked up): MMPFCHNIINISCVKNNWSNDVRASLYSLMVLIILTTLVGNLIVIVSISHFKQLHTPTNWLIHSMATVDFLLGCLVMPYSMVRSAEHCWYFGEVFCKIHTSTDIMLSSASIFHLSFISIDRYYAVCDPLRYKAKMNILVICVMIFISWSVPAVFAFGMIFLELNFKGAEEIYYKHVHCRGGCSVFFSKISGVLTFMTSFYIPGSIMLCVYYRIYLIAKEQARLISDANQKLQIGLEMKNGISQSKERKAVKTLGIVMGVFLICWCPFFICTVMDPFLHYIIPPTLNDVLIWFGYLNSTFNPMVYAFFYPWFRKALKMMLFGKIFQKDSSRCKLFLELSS
#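 Test system: RD-HGA16 (CHO) cells co-expressing Gα16 and hTAAR1 / Benchmarks: DMSO vehicle as 0%, PEA at EC100 as 100% / Repeats: no replicates (n 1) / Measure: % activation from peak over basal fluorescence ratio, DMSO-to-PEA scaled / Timing: 17-24 h plating, Fluo-8 75 min 37 °C, 30 min RT / Technique: kinetic Fluo-8 calcium fluorescence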
# M4 ag – human M4 muscarinic receptor agonists, primary screen, CHO-K1 cells, Fluo-8 calcium fluorescence. activation, % at 3 µM. 0.14% of 360,000 active. CHO-K1 hM4/Gqi5; vehicle 0%, full acetylcholine response 100%;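 active = activation above the run mean over all test wells plus 3 SD, cut at about 32% in these data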;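 note: peak over basal fluorescence ratio per well then scaled between controls; 0% = DMSO wells and 100% = acetylcholine at EC100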
# M1 ag – human M1 muscarinic receptor agonists, primary screen, Fluo-8 calcium fluorescence, CHO-K1 cells, HTS; activation, % at 3 µM; CHO-K1 hM1, agonist mode; 0% DMSO, 100% acetylcholine EC100; 0.33% of 360,000 active; AID 588814, 2011;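 active = activation above the run's mean compound activation plus 3 SD, cut at about 16% in these data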;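 note: peak over basal fluorescence ratio within a 140 s kinetic read after compound addition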
# Target sequence (P11229 whole entry, looked up): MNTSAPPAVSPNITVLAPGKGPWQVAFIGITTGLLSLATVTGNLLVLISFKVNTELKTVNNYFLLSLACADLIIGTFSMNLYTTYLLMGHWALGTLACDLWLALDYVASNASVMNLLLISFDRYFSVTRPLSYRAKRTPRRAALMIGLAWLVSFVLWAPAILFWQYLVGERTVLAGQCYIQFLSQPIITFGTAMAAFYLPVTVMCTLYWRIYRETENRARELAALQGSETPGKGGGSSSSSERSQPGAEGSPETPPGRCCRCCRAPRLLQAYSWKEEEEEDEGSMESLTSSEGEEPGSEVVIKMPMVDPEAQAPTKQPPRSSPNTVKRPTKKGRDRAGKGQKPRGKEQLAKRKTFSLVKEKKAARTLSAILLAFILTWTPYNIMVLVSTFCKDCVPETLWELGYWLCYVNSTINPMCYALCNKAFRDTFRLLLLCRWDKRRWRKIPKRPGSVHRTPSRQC
# CHRM5 antagonist – human M5 muscarinic receptor antagonists, primary screen, CHO cells, Fluo-8 calcium fluorescence; CHO-hM5 cells, ACh EC80; inhibition, % at 3 µM; Muscarinic acetylcholine receptor M5 (Homo sapiens), P08912; 0.59% of 360,000 active; AID 624040, 2012;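 active = inhibition above a per-plate cutoff, the mean of that plate's test compounds plus 3 SD, cut at about 27% in these data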;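 note: 0% = acetylcholine EC80 with DMSO and 100% = DMSO without agonist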
# CHRM5 PAM – human M5 muscarinic receptor positive allosteric modulators, primary screen, CHO-K1 cells, Fluo-8 calcium fluorescence; AID 624038, 2012; 0.3% of 360,000 active; CHO-K1 hM5, ACh EC20 PAM; 0% = ACh EC20, 100% = ACh EC100; Muscarinic acetylcholine receptor M5 (Homo sapiens), P08912; activation, % at 3 µM;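 active = activation above the run cutoff, the mean activation of all test compounds plus 3 SD, cut at about 18% in these data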
#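 Replicates: One well per compound, no replicates | System: Human M5 receptor in CHO-K1 cells | Benchmarks: Low control EC20 acetylcholine (0%), high control EC100 acetylcholine (100%) | Probe or stimulus: Acetylcholine, EC20 level | Times: Fluo-8 loading 80 min at 37 °C plus 30 min room temperature | Signal: Intracellular calcium via Fluo-8 fluorescence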
# CHRM4 antagonist – human M4 muscarinic receptor antagonists, primary screen, CHO cells, Fluo-8 calcium fluorescence; AID 624125, 2012; CHO-hM4 cells, ACh EC80; 0.73% of 360,000 active; Muscarinic acetylcholine receptor M4 (Homo sapiens), P08173; inhibition, % at 3 µM;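 active = inhibition above its plate's cutoff, the mean inhibition of sample wells plus 3 SD, cut at about 27% in these data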;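 note: 0% = acetylcholine EC80 with DMSO and 100% = DMSO without agonist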
# M5 ag – human M5 muscarinic receptor agonists, primary screen, CHO-K1 cells, Fluo-8 calcium fluorescence | activation, % at 3 µM | CHO-K1 hM5 cells; 0% DMSO wells, 100% maximal acetylcholine response | 0.19% of 360,000 active;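 active = activation above the run's mean over test compounds plus 3 SD, cut at about 23% in these data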;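 note: signal is peak over basal fluorescence ratio across the kinetic read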
# CHRM1 PAM – human M1 muscarinic receptor positive allosteric modulators, primary screen, CHO-K1 cells, Fluo-8 calcium fluorescence, 1536-well; Muscarinic acetylcholine receptor M1 (Homo sapiens), P11229; CHO-K1 hM1, ACh EC20; 0% = ACh EC20, 100% = maximal ACh; activation, % at 3 µM; 0.088% of 360,000 active; AID 588819, 2011; in the data active = activation above about 19%, passing the limit was not always enough
# CHRM1 antagonist – human M1 muscarinic receptor antagonists, primary screen, CHO-K1 cells, Fluo-8 calcium fluorescence, 1536-well. Muscarinic acetylcholine receptor M1 (Homo sapiens), P11229. CHO-K1 hM1, ACh EC80 antagonist. inhibition, % at 3 µM. 1.3% of 360,000 active. AID 588852, 2011;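 active = percent inhibition above its own plate's cutoff, namely the mean of that plate's compound wells plus 3 SD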;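 note: peak over basal fluorescence ratio during 140 s after agonist addition; 0% = ACh EC80 plus DMSO and 100% = DMSO alone without agonist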
# Active calls of the source: *; · = no result given. Some of the compounds tested; rates above refer to the full screens.
SMILES,TAAR1 agonist,M4 ag,M1 ag,CHRM5 antagonist,CHRM5 PAM,CHRM4 antagonist,M5 ag,CHRM1 PAM,CHRM1 antagonist
CC(N=Cc1cccc(O)c1O)c1ccccc1 (stereo unspecified),·,1,-4,2,6,3,-1,-2,5
Cc1noc(C)c1C(=O)N(CC(C)C)c1nc2ccccc2s1,2,-2,-4,-4,5,-1,-5,6,-9
CCN(CC)C(=O)NC(c1ccc(C)c(F)c1)C(Cl)(Cl)Cl (stereo unspecified),4,0,-12,4,-2,-2,-7,2,-2
COc1ccc(CCNC(=O)Cn2cnc3c(cnn3-c3ccccc3Cl)c2=O)cc1OC,10,-1,-2,4,-1,4,1,3,-10
CCN(CC)S(=O)(=O)c1cc(C(=O)Nc2ccccc2C(=O)O)ccc1OC,9,-1,1,3,-12,-1,8,-6,-3
COc1ccc(-n2cc(CN(C)Cc3n[nH]c(=O)[nH]3)c(-c3cccc(F)c3)n2)cc1,14,1,-13,-10,5,-17,-6,1,-10
Cc1ccc2nc(Cl)c(-c3ccccc3)cc2c1,2,-1,-3,6,-2,-7,-4,15,-19
CCC(CO)Oc1cc(NC(=O)c2ccc([N+](=O)[O-])cc2)c2ncn(C(C)C)c2c1 (stereo unspecified),12,0,-5,13,-1,9,-2,1,-3
COC(=O)c1ccc(/C=N/N2CCN(Cc3ccc(Cl)cc3)CC2)cc1,0,1,-4,13,-5,-1,-4,5,-8
COC(=O)c1[nH]c2cc(OC)ccc2c1NC(=O)CCN1CCSCC1,0,2,-4,0,4,4,-1,11,-14
Cc1ccc(OCC(=O)OC(C)C(=O)NC2CCCCC2C)cc1C (stereo unspecified),10,0,-2,-7,1,-21,4,12,-5
Cc1cc(OC(=O)c2ccco2)c2c(C)cc(=O)oc2c1,7,0,-5,-7,5,-2,3,-1,9
COc1ccc(C(=O)CCC(=O)N2CCN(c3ccc(N4CCOCC4)nn3)CC2)cc1,-1,2,-10,-2,0,-3,-2,13,-18
O=C(CN1CCN(c2ccccc2)CC1)N/N=C/c1cccc(F)c1,8,1,-8,1,-1,0,-1,9,-12
C=CCN(C(=O)c1ccccc1)c1ccc(OC)cc1,-1,0,-3,-1,2,1,-11,0,0
Cc1ccc(S(=O)(=O)NCC(=O)N2CCN(S(=O)(=O)c3ccc(Cl)cc3)CC2)cc1C,0,1,-3,-5,4,-7,-2,5,-12
CCOC(=O)[C@]12CCCC=C1N(Cc1ccco1)C(=O)[C@H](CC(=O)NCCCN1CCCC1=O)C2,0,0,·,-1,4,1,1,·,·
CC(Cc1cccs1)NC(=O)c1cccs1 (stereo unspecified),2,1,-3,-7,7,2,-4,10,-8
O=C(COC(=O)Cc1n[nH]c(=O)c2ccccc12)Nc1c(Br)cc([N+](=O)[O-])cc1Br,-1,3,-8,-2,6,-1,1,8,-10
CC(Sc1ncnc2sc(-c3ccccc3)cc12)C(=O)NCC1CCCO1 (stereo unspecified),-1,1,-5,5,-10,1,0,-4,4
COc1ccc(NC(=O)CN2C(=O)NC3(CCCCC3C)C2=O)cc1OC (stereo unspecified),2,0,-3,4,7,2,3,-3,15
O=S1(=O)CCN(OCc2ccc(F)cc2Cl)CC1,2,1,2,4,2,-9,4,1,9
Cc1cc(C)c(NC(=O)C(C)c2cccc(C(=O)c3ccccc3)c2)c(C)c1 (stereo unspecified),8,2,1,-4,6,3,4,4,-6
CC(Oc1ccccc1)C(=O)Nc1ccc(F)c(S(=O)(=O)N2CCOCC2)c1 (stereo unspecified),2,3,-1,3,-1,-8,2,-8,12
CCn1c(SCC(=O)NCc2ccc(F)cc2)nc2c(c1=O)SC(C)C2 (stereo unspecified),-2,-2,0,1,2,-13,2,4,7
CSc1ncnc2c1ncn2CCCNCc1ccc2c(c1)OCO2,0,1,-9,4,-1,-2,-1,3,-10
CC(=O)n1cc([C@H]2C=C(C(=O)N3CCOCC3)O[C@@H](OCc3ccc(CO)cc3)C2)c2ccccc21,24,16,-3,19,-18,-10,3,-7,4
Cc1cccc(N2CCN(C(=O)CCCn3c(=S)[nH]c4cc5c(cc4c3=O)OCO5)CC2)c1C,9,0,-2,1,-4,22,0,1,5
CCCn1ncc(CN2CCC(C(=O)Nc3cccc(-c4cccc(F)c4)c3)CC2)c1C,19,8,-2,-2,0,15,-4,2,3
CCn1c(SCC(=O)Nc2ccc(OC)c(OC)c2)nc2c(c1=O)SCC2,-1,-1,-2,13,-3,1,-1,1,-3

# Retrieved by structure from the entries so far (5):
SMILES,TAAR1 agonist,M4 ag,M1 ag,CHRM5 antagonist,CHRM5 PAM,CHRM4 antagonist,M5 ag,CHRM1 PAM,CHRM1 antagonist
O=S1(=O)CCN(OCc2ccc(F)cc2Cl)CC1,2,1,2,4,2,-9,4,1,9
CSc1ncnc2c1ncn2CCCNCc1ccc2c(c1)OCO2,0,1,-9,4,-1,-2,-1,3,-10
CCCn1ncc(CN2CCC(C(=O)Nc3cccc(-c4cccc(F)c4)c3)CC2)c1C,19,8,-2,-2,0,15,-4,2,3
CC(Cc1cccs1)NC(=O)c1cccs1 (stereo unspecified),2,1,-3,-7,7,2,-4,10,-8
CC(Oc1ccccc1)C(=O)Nc1ccc(F)c(S(=O)(=O)N2CCOCC2)c1 (stereo unspecified),2,3,-1,3,-1,-8,2,-8,12

# Next section:
SMILES,TAAR1 agonist,M4 ag,M1 ag,CHRM5 antagonist,CHRM5 PAM,CHRM4 antagonist,M5 ag,CHRM1 PAM,CHRM1 antagonist
CC1=CN2C(=NC(=O)CC2(C)C(=O)N(CC(=O)NC2CCCC2)c2ccccc2C)C=C1 (stereo unspecified),-1,0,-2,7,-4,6,-1,-2,13
CSc1ccccc1NC(=O)Nc1cccc(Cl)c1Cl,1,-3,-6,-3,-10,6,-8,0,-4
COc1cccc(C(=O)NCCC2=CCCCC2)c1,6,2,-3,4,0,-4,-5,4,-25
CC(=O)Nc1cccc(NC(=O)CSc2nnc(Cc3cccn3C)n2-c2ccc(F)cc2)c1,11,1,-6,-15,6,-16,4,6,-7
c1ccc(-n2cnc3ccccc32)cc1,-1,0,-5,8,0,2,-10,7,-1
O=C(O)c1ccc(NC(=O)c2cn(-c3ccccc3)nc2-c2ccc(Cl)cc2)cc1,8,10,1,19,-11,21,-5,-3,21
CC(=O)c1cc(CN2CCC(N3CCC(C(=O)N4CCCC4)CC3)CC2)cs1,10,1,-16,-9,-1,-7,-8,-10,8
COc1cc(/C=C(/C#N)C(=O)Nc2cc(C(F)(F)F)ccc2Cl)ccc1OCC(=O)Nc1cccc(C(F)(F)F)c1,2,1,-2,11,-3,11,-2,-8,14
CCOc1cccc2c1OC1(C)CC2NC(=O)N1Cc1ccccc1 (stereo unspecified),1,1,-3,3,-2,-4,3,4,-9
COc1ccc(NC(=O)Cn2nc(C(F)(F)F)c3c2CCCC3)c(OC)c1,12,-1,-7,1,-1,-2,-3,5,-3
Cc1nnc(SCC(=O)Nc2ccccc2NC(=O)CSc2nnc(C)s2)s1,2,1,-2,9,1,5,-1,6,-16
COc1ccc(NS(=O)(=O)c2cccc(C(=O)NN=Cc3ccc(OC)c(O)c3)c2)cc1,3,1,-1,12,-13,5,-2,-1,-2
O=S(=O)(O)c1nc2ccccc2[nH]1,3,0,-1,0,8,-8,-1,10,-15
COc1cccc(CN2CCN(Cc3cccn3-c3cccnc3)CC2CCO)c1 (stereo unspecified),6,0,-12,5,-4,-3,-5,10,0
CCOC(=O)C1CCN(S(=O)(=O)c2c(C)noc2C)CC1,0,0,-2,-11,12,-10,-6,3,-4
CC1CCCCN1C(=O)CN1C(=O)CN(C)C(=O)c2ccccc21 (stereo unspecified),7,0,-1,2,-8,9,-6,-2,1
CCC(C)c1ccccc1NC(=O)C(C)N(C)Cc1cccc(OC)c1 (stereo unspecified),14,-1,-5,-1,2,-3,-10,4,-9
CCOC(=O)CNC(=O)COc1ccc(Cl)cc1Br,8,-1,-7,-12,5,3,-2,10,-2
CCN(CC)CCn1c2ccccc2c2cnc(N)c(C#N)c21,2,1,-3,1,-3,4,-7,0,-3
CCOC(=O)N1CCC(Nc2c(NCCCN(CC)c3cccc(C)c3)c(=O)c2=O)CC1,-1,0,-12,1,-7,4,-5,-4,2
O=c1[nH]c(Cc2ccc(F)cc2)nc2scc(-c3ccc(F)cc3)c12,4,3,-6,-6,-5,-9,-2,-1,-1
CCOc1ccc(C(=O)COC(=O)Cn2cnc3c2c(=O)n(C)c(=O)n3C)cc1,6,1,-3,4,-1,7,2,11,-7
CN1C(C)(C)CC(NC(=O)CCC(=O)NC2CC(C)(C)N(C)C(C)(C)C2)CC1(C)C,5,1,-5,4,-1,0,-4,8,-7
COc1ccc(CC(=O)NCCCc2ccccc2)cc1OC,7,4,0,-1,2,0,2,12,-15
COc1ccccc1N1C(=O)CSC1=NC(=O)c1ccccc1,-1,1,-6,7,-1,-2,-5,-1,-11
O=c1[nH]c2cc(O)ccc2c2ccccc12,4,1,-3,2,1,5,0,3,-9
COc1ccccc1NC(=O)Cc1noc(CSc2cccc[n+]2[O-])n1,11,0,-3,5,1,-16,-5,5,-7
CN(C)S(=O)(=O)c1ccc(N/C=C(\[N+](=O)[O-])S(=O)(=O)c2ccccc2)cc1,0,-1,-7,7,0,6,-2,12,-11
CCOc1ccc(N(CC(N)=O)S(=O)(=O)c2ccc(F)cc2)cc1,18,1,-1,-3,1,7,-3,-4,4
Fc1ccccc1CSc1ncnc2c1ncn2C1CCCCO1 (stereo unspecified),4,4,3,12,6,-3,5,1,6
COC(C[C@H](O)C[C@H](O)[C@H](C)OCc1ccccc1)OC,11,3,0,10,9,23,4,7,-9
CCN(CC)S(=O)(=O)c1ccc(N(C)CCc2ccc(OC)c(OC)c2)nc1,0,5,-5,3,-8,-18,-8,2,-1
O=C1c2cccc3cccc(c23)C(=O)N1CCCN(C(=O)c1cccs1)c1cccc(F)c1,-1,2,-4,-4,-3,-1,-2,8,-3
COc1ccc(-c2csc3nc(C)nc(N4CCN(c5ccc(C(C)=O)cc5)CC4)c23)cc1OC,0,4,-4,14,-5,-7,0,4,-11
CCCC(NS(=O)(=O)c1ccc(C)cc1)C(=O)O (stereo unspecified),2,1,2,5,-5,-2,-4,8,-10
CCN(CC)C(=O)Cn1cc(C(=O)C(=O)NCC2COc3ccccc3O2)c2ccccc21 (stereo unspecified),8,4,-2,11,-2,-8,1,2,2
